Growth percent in the NCI-60 one-dose screen (48 h, 10 µM unless noted): 100 = growth as untreated, 0 = no growth, -100 = all killed.
SN12C: SN12C renal cancer cells | actives 3.8% (n = 81,000) | AID 1794767
786-0: 786-0 renal cancer cells; actives 5.1% (n = 81,000)
A498: A498 renal cancer cells. AID 1794774. actives 5.4% (n = 76,000)
U251: U251 CNS tumor cells; actives 5.4% (n = 80,000); AID 1794753
CAKI-1: CAKI-1 renal cancer; actives 4.7% (n = 75,000)
TK-10: TK-10 renal cancer cells | actives 3.9% (n = 81,000) | AID 1794769
ACHN: ACHN renal cancer. actives 4.9% (n = 81,000)
UO-31: UO-31 renal cancer; actives 5.2% (n = 81,000)
RXF 393: RXF 393 renal cancer cells | actives 6.9% (n = 77,000)
Numbers without * were called inactive; x = no result given; & = joins results of further samples. The calls were made as follows: active = growth percent below 10; inactive = the rest.

SMILES	SN12C	786-0	A498	U251	CAKI-1	TK-10	ACHN	UO-31	RXF 393
Cc1ccc(-c2ccc(SCC(=O)NCCc3ccc(S(N)(=O)=O)cc3)nn2)cc1	83	79	105	77	77	93	76	69	79
Cc1ncc(/C=c2\sc3n(c2=O)NC2C(N=3)N(C)C(=O)N2C)n1C (stereo not drawn)	99	103	96	101	102	105	101	89	x
C1CNCCN1	108&93	103&95	101&123	98&102	102&100	102&92	111&98	97	110&126
C=C(C)[C@@H]1C[C@@H]2Cc3cc(Cl)ccc3N1O2	102	102	96	95	96	129	99	100	104
CCCCN(C)CC#N	111	88	118	104	94	99	102	88	114
O=C1c2ccccc2C(=O)N1C1C=CC=CC=C1	98	121	100	108	93	107	99	73	115
Oc1ccc(/C=N\N=C\c2ccco2)c(O)c1	100	103	85	105	100	x	106	83	114
CCCCCCCO	99	110	105	98	110	117	92	82	97
Cc1ccc(C2CC3c4ccccc4C2C2CCCCN32)cc1 (stereo not drawn)	90	93	139	x	95	97	98	92	x
NC[C@H]1O[C@H](OC2[C@@H](N)C[C@@H](N)[C@H](O[C@H]3O[C@H](CO)[C@@H](O)[C@H](N)[C@H]3O)[C@H]2O)[C@H](O)[C@@H](O)[C@@H]1O (stereo partly drawn)	106	108	104	104	97	118	101	104	125
Nc1nn2c(-c3ccc(F)cc3)ccnc2c1N=Nc1ccc(S(N)(=O)=O)cc1	97	94	88	99	87	108	109	93	105
COc1ccc2c(c1)c(C(=O)c1nc(-c3c[nH]c4ccc(Br)cc34)no1)cn2C	100	97	116	96	79	101	90	68	115
COc1ccc(OC)c(/C=C/C(=O)C2=NN(c3ccc(I)cc3)[C@H](c3cc(OC)ccc3OC)CC2=O)c1	78	98	x	48	52	103	60	47	89
COc1ccc(/C=C/c2nc(NNC(=O)Nc3ccccc3)c3ccccc3n2)cc1	79	95	x	88	41	105	82	65	98
CC(=O)c1cc(O)c2ccccc2c1O	105	98	133	98	86	148	85	67	111
CSc1cccc(NC(=S)NN/C(=N/S(=O)(=O)c2ccccc2)N2CCCC2)c1	93	107	101	101	96	113	96	68	94
CN(/N=C/c1ccc2c(c1)OCO2)C(=O)c1ccccc1N	98	97	98	98	100	127	104	97	100
O=C1Nc2cc(-c3ccc(NS(=O)(=O)c4ccc(F)c(Cl)c4)cc3)ccc2/C1=C/c1ccc[nH]1	55	36	52	2.3*	33	54	6.0*	36	29
CCOC(=O)c1c(-c2cc(OC)c(OC)c(OC)c2)csc1NC(=O)c1ccccc1	115	115	97	106	99	100	106	89	105
COc1ccc(NC(=O)C(C)Sc2nc3ccccc3c(=O)n2CCc2ccc(S(N)(=O)=O)cc2)cc1 (stereo not drawn)	104	94	77	102	93	102	109	66	107
CCOC(=O)c1c(N)c(C#N)cn1-c1ccc(Cl)cc1Cl	97	99	93	104	86	99	98	71	90
COc1cc2c(cc1OC)N(CCO)C1=C(C(=O)OC1)C2c1ccc(Cl)c(Cl)c1 (stereo not drawn)	108	93	89	97	107	99	107	82	98
O=C(CCc1nnc2sc(-c3ccc(O)cc3)nn12)c1nc2ccccc2[nH]1	97	107	126	100	87	134	98	68	108
COC(=O)c1ccc2c(c1)nc(-c1cc3ccccc3[nH]c1=O)n2Cc1ccc(OC)c(OC)c1	98	111	86	97	86	93	96	60	99
O=[N+]([O-])c1ccc(C(n2nnc3ccccc32)n2nnc3ccccc32)c2cccnc12	95	100	x	88	94	97	107	78	x

Entries listed so far that have a cyano group, in the order listed:
SMILES	SN12C	786-0	A498	U251	CAKI-1	TK-10	ACHN	UO-31	RXF 393
CCCCN(C)CC#N	111	88	118	104	94	99	102	88	114
CCOC(=O)c1c(N)c(C#N)cn1-c1ccc(Cl)cc1Cl	97	99	93	104	86	99	98	71	90

Random excerpt: 7 entries already listed, in no set order.
SMILES	SN12C	786-0	A498	U251	CAKI-1	TK-10	ACHN	UO-31	RXF 393
C1CNCCN1	108&93	103&95	101&123	98&102	102&100	102&92	111&98	97	110&126
O=C(CCc1nnc2sc(-c3ccc(O)cc3)nn12)c1nc2ccccc2[nH]1	97	107	126	100	87	134	98	68	108
O=C1c2ccccc2C(=O)N1C1C=CC=CC=C1	98	121	100	108	93	107	99	73	115
CCCCCCCO	99	110	105	98	110	117	92	82	97
Oc1ccc(/C=N\N=C\c2ccco2)c(O)c1	100	103	85	105	100	x	106	83	114
NC[C@H]1O[C@H](OC2[C@@H](N)C[C@@H](N)[C@H](O[C@H]3O[C@H](CO)[C@@H](O)[C@H](N)[C@H]3O)[C@H]2O)[C@H](O)[C@@H](O)[C@@H]1O (stereo partly drawn)	106	108	104	104	97	118	101	104	125
CSc1cccc(NC(=S)NN/C(=N/S(=O)(=O)c2ccccc2)N2CCCC2)c1	93	107	101	101	96	113	96	68	94

Carrying on:
SMILES	SN12C	786-0	A498	U251	CAKI-1	TK-10	ACHN	UO-31	RXF 393
COc1cc(-c2nn(-c3ccc(NC(=O)c4cc(Cl)cc(Cl)c4)cc3)cc2-c2ccncc2)ccc1Cl	92	17	79	56	39	69	95	66	-17*
COc1cc(Cn2c(SCC(N)=O)nc3ccccc3c2=O)cc(OC)c1OC	92	99	82	99	93	96	98	73	112
CCOC(=O)c1ccc(NC(=O)CS(=O)(=O)c2ccc(C)cc2)cc1	91	108	112	97	90	104	99	82	107
COc1ccc2c(c1)CCCC21C(=O)Nc2c(Cl)cccc21 (stereo not drawn)	83	79	80	54	55	95	85	83	86
CCOC(=O)/C(C#N)=C(O)\C(=C\c1ccc(Cl)cc1)NC(=O)c1ccc(NC(C)=O)cc1	96	98	121	104	90	103	100	x	107
COc1cccc(-c2nc(Nc3ccc(C)c(S(N)(=O)=O)c3)c3ccccc3n2)c1	50	39	80	53	45	90	34	39	67
CCOC(=O)CN1/C(=N/c2sc3c(c2C(=O)OCC)CCSC3)SC(=O)/C1=C\C(=O)OC	102	x	101	97	90	116	98	86	91
COC1CC(C)C(Cl)C(C)C1/C=C/C(=O)O (stereo not drawn)	105	97	107	101	100	106	109	97	143
Cn1cc(-c2ccc(-c3cncc(Cl)c3N3CCC4(CC3)CC(=O)NC4=O)cc2)cn1	84	60	90	97	106	83	95	86	79
Cn1cc(-c2ccc3c(c2)OCO3)c2ccccc21	102	102	x	x	80	110	106	76	107
O=C(Cl)N(c1ccccc1)c1ccccc1	117	107	93	101	103	98	106	77	104
CCN(CC)Cc1cc(Oc2ccc(O)c(CN(CC)CC)c2)ccc1O	90	91	101	x	79	107	92	78	84
CSc1nc(Nc2ccc(NC(C)=O)cc2)c(C#N)c(-c2cccc([N+](=O)[O-])c2)n1	98	96	77	x	85	91	101	89	99
COC(=O)C1(CC(=O)Cc2ccccc2)NC(=S)NC(=O)C1C#N (stereo not drawn)	104	124	126	117	96	109	115	95	103
COc1cc(CNCCCN2C(=O)c3ccc4c5c(ccc(c35)C2=O)C(=O)N(CCCNCc2cc(OC)c(OC)c(OC)c2)C4=O)cc(OC)c1OC	-99*	-30*	-11*	-74*	37	-29*	-24*	4.4*	-95*
S=c1nc2[nH]c3ccccc3c2n[nH]1	92	109	96	105	89	122	97	89	x
Cn1c(SCC(=O)c2ccc([N+](=O)[O-])cc2)nc2ccccc2c1=O	104	94	95	103	94	93	107	84	121
Cc1cnc(C)c(NS(=O)(=O)c2ccc(NC3=C(I)C(=O)c4ncccc4C3=O)cc2)n1	92	106	101	109	88	118	91	67	102
Fc1ccc(CNc2c3ccccc3nc3ccccc23)c(F)c1	37	48	-4.4*	44	35	61	23	30	34
CCN(CC)CC(O)c1c(OC)ccc2ccccc12 (stereo not drawn)	107	101	112	105	94	108	119	113	100
O=C(Oc1cc(OC(=O)c2ccccc2)cc(OC(=O)c2ccccc2)c1)c1ccccc1	102	112	96	105	112	x	98	x	124
CNCc1cccc2c1OCCOCCOCCNS(=O)(=O)c1ccc(cc1)-c1cnc(N)c(n1)C(=O)N2	19	31	51	14	28	42	55	78	-12*
CC(C)=CCCC(C)c1ccc(C)c2c1OCN(CC1CCNCC1)C2 (stereo not drawn)	77	-60*	76	-2.5*	80	86	93	61	55
COc1ccc(C(=S)N2CCN(c3ccc(Cl)cc3)CC2)cc1	85	93	107	101	105	101	95	82	126
Cc1ccc(C(=O)c2c(N)c(C#N)cn2-c2ccc(Br)cc2C)cc1	115	85	131	96	87	95	92	90	94

Later entries.
SMILES	SN12C	786-0	A498	U251	CAKI-1	TK-10	ACHN	UO-31	RXF 393
Cc1ccc(S(=O)c2ccc([N+](=O)[O-])c3nonc23)cc1 (stereo not drawn)	126	102	84	96	91	72	72	98	111
ICC1CCC(CI)CC1 (stereo not drawn)	91	93	133	102	110	95	94	89	93
CCCCCCCCCC(=O)Oc1ccc(/C(=C(/C)Cc2cccc(OC)c2)c2ccc(OCCN3CCOCC3)cc2)cc1	104	101	103	100	101	98	107	94	110
COc1cc(/C=N/c2cc(C(C)(C)C)nn2-c2ccccc2)ccc1O	102	112	95	103	80	115	103	80	114
O=C(CN1CCN(c2cc(=O)n(-c3ccccc3)c3ccccc23)CC1)Nc1cccc([N+](=O)[O-])c1	78	88	88	82	92	92	85	61	68
CCCc1c(C)nc2scc(-c3ccccc3)n2c1=O	101	102	87	95	94	94	103	86	105
COc1ccc(Cn2nc(-c3cc(OC)c(OC)c(OC)c3)c3c2CCc2cnoc2-3)cc1	81	85	80	104	65	70	77	51	x
Fc1ccc(-c2nc(C(Cl)Cl)nc3cc(-c4ccccc4)nn23)cc1	43	70	-43*	-54*	-21*	30	-52*	41	-70*
c1ccc2c(c1)[nH]c1c2cc[n+]2cc3c(cc12)CCCC3	24	49	97	16	x	69	66	82	77
Nc1nc(SC/C=C/CCl)c2[nH]cnc2n1	111&108	99&102	92&84	98&99	112&105	95&109	101&110	94&87	133&112
CCOC(=O)c1sc(NCC(=O)Nc2cccc([N+](=O)[O-])c2)c(C(=O)OCC)c1C	-12*	-12*	-38*	-7.4*	-17*	-12*	-62*	-65*	-74*
Cc1ccc(CNn2c(COc3ccccc3)nc3ccccc3c2=O)cc1	64	115	84	99	84	153	96	62	91
C/C=C1\SC(=S)NC1=O	101	98	108	96	99	98	106	92	114
CCCCn1cc(/C=C/C(=O)c2cc3ccccc3oc2=O)c2ccccc21	88	85	151	93	72	122	87	56	78
COc1ccc2cc([C@H](C)C(=O)N/N=C/c3cccc(F)c3)ccc2c1	89	88	120	97	93	106	96	77	93
NC(=NCCCCCCN=C(N)/N=C(\N)Nc1ccc(Cl)cc1)/N=C(\N)Nc1ccc(Cl)cc1	5.9*	14	11	-5.8*	10	x	20	47	1.1*
COc1cccc(-c2cc3c(O)cc(C#N)cc3[nH]2)c1	66	91	72	85	88	98	88	106	112
COc1c(CCC[P+](c2ccccc2)(c2ccccc2)c2ccccc2)cc2c(c1OC)OCO2	2.7*	22	-9.7*	7.3*	32	2.1*	56	87	29
N/C(=N\C(N)=N\c1nc2ccccc2s1)c1ccncc1	73	74	x	71	45	109	76	64	66
C#CC1(N2CCCCC2)CCCCC1	111	116	x	93	97	108	116	90	112
COc1cccc(N2C(=O)/C(=C/C3=Cc4ccccc4OC3)SC2=S)c1	93	101	90	x	87	97	104	87	106
CC1(C)CCc2cc(-c3ccn(S(=O)(=O)c4ccccc4)n3)ccc2O1	99	75	65	72	63	x	90	64	82
COc1ccc(CSc2nc3ccc(Cl)cc3c(=O)n2-c2ccccc2OC)cc1	93	111	78	92	89	115	98	72	x
C=C1C(=O)O[C@H]2[C@H]1CC/C(COC(=O)OC/C1=C/CC[C@@]3(C)O[C@H]3[C@H]3OC(=O)[C@@H](CN(C)C)[C@@H]3CC1)=C\CC[C@@]1(C)O[C@@H]21	11	-50*	59	61	x	-43*	x	-16*	-81*
O=C(/C(=C\c1c(-c2ccccc2)[nH]c2ccccc12)S(=O)(=O)c1ccccc1)c1ccccc1	82	68	54	59	x	78	49	61	47

Other compounds:
SMILES	SN12C	786-0	A498	U251	CAKI-1	TK-10	ACHN	UO-31	RXF 393
O=S1(=O)c2ccccc2Oc2ccccc21	97	100	100	94	93	101	100	94	91
O=C(NCCCN1CCCCC1)c1ccc(-c2nc3ccc4[nH]ncc4c3c3c2CCCC3)cc1	50	44	-10*	67	11	44	27	54	28
OCC(CO)(CCl)CCl	98	100	111	85	95	95	104	104	113
COc1ccc(-n2nc(C(=O)Nc3cc(OC)c(OC)c(OC)c3)nc2-c2cc(OC)c(OC)c(OC)c2)cc1	91	80	74	x	x	106	86	47	x
COc1cccc(-n2cc(C#N)c(N)c2C(=O)c2ccc(C#N)cc2)c1	106	91	103	100	87	96	101	85	110
COC(=Nc1ccccc1)SSC(C)C	111	100	116	104	106	105	105	72	120
N#Cc1c(-c2ccc(C(F)(F)F)cc2)c(F)c(NCCC2CCC(O)C2)n2c1nc1ccccc12 (stereo not drawn)	49	69	35	61	27	84	61	53	41
Nc1ccccc1NC(=O)c1ccc(CCCC(=O)Nc2ccc(C3CC3N)cc2)cc1 (stereo not drawn)	44	39	x	4.6*	96	8.6*	52	63	21
O=C(O)c1ccc2ccccc2c1	102	109	92	103	79	93	104	73	119
NNC(=O)c1ccc(C(=O)NN)cc1	109	114	70	93	105	105	111	87	111
COc1ccncc1C#Cc1cncc(C(=O)Nc2ccc(CN3CCN(C)CC3)c(C(F)(F)F)c2)c1	18	47	29	62	15	51	13	12	x

Whole records, looked up by structure. Values in the order: SN12C | 786-0 | A498 | U251 | CAKI-1 | TK-10 | ACHN | UO-31 | RXF 393
O=S1(=O)c2ccccc2Oc2ccccc21 across the screens: 97 | 100 | 100 | 94 | 93 | 101 | 100 | 94 | 91
Nc1ccccc1NC(=O)c1ccc(CCCC(=O)Nc2ccc(C3CC3N)cc2)cc1 (stereo not drawn) across the screens: 44 | 39 | x | 4.6* | 96 | 8.6* | 52 | 63 | 21

High-throughput results deposited in PubChem by NCI.
